# RORg inh: blocks mouse ROR gamma transcriptional activity. AID 2551. P51450. Potency, µM (doses to about 53.6 µM), inactives show at the top dose activity change, negative = inhibition, actives largely listed as inhibitors. Drosophila S2 Gal4-RORgamma UAS-luciferase reporter, 20 h. 5.4% of 310,000 active; also: potency is read from the fitted curve at half-maximal effect; % is scaled to controls: 0 for no effect and ±100 for the full control effect; nearly all actives have a fitted effect of over 60% in size
# Target sequence (P51450 whole entry, looked up, the tested form may be a part): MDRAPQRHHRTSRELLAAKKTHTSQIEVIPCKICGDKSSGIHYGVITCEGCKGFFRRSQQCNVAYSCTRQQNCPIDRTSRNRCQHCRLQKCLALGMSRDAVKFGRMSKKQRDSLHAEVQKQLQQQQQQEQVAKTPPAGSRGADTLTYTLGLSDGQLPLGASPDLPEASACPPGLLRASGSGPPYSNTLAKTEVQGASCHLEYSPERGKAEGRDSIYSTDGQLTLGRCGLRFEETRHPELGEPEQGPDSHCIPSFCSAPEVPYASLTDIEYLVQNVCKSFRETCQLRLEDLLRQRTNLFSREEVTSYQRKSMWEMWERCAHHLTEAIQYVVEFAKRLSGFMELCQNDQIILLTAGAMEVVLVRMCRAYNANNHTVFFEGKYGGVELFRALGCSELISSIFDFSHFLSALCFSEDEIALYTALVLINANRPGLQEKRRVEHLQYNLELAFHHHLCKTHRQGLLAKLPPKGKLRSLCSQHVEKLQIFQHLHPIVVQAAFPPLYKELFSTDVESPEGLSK
#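 Luciferase reporter read in Schneider cells carrying Gal4-RORγ (mouse) and UAS-Photinus luciferase; cells given compound 1 h before 700 uM copper sulfate induction, then incubated 20 h at ambient temperature.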
# ELG1 repair inh: inhibitors of ELG1-dependent DNA repair in HEK293T cells. HEK293T ELG1-luciferase reporter, luminescence, 16 h; DNA damage induced by 5-fluorouridine. 2.3% of 330,000 active. Potency, µM (top dose mostly 46.1 µM), for inactives: top-dose activity change, negative = inhibition, most hits filed as inhibitors; also: potency is read from the fitted curve at half-maximal effect; % is scaled to controls: 0 for no effect and ±100 for the full control effect; nearly all actives have a fitted effect of over 55% in size
#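 HEK293T cells expressing luciferase-tagged ELG1 (2,000/well) received 5-Fluorouridine plus compound or DMSO for 16 hr at 37 °C. Luciferase was read by ONE-Glo luminescence after 30 min at room temperature.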
# Gal4-VP16 FLuc: counter-screen for ROR gamma inhibitors: Gal4-VP16 reporter. Drosophila S2 Gal4-VP16 UAS-luciferase, luminescence, 20 h. Potency, µM (doses to about 53.6 µM), inactives show at the highest dose activity, negative = inhibition, usual class: inhibitors. 3.5% of 310,000 active;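 also: Gal4-VP16 expression switched on by copper sulfate through the metallothionein promoter; potency is read from the fitted curve at half-maximal effect; % is scaled to controls: 0 for no effect and ±100 for the full control effect; nearly all actives have a fitted effect of over 50% in size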
# FLuc counter: firefly luciferase modulation, counter-screen for miR-21 project | P08659 | purified FLuc, Km substrates, luminescence inhibition | Potency, µM (series often up to 57.5 µM), inactives show at the top dose activity change, negative = inhibition, hits mostly inhibitors | 6.9% of 360,000 active | AID 588342;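 also: potency is read from the fitted curve at half-maximal effect; plate controls were vehicle for no effect and reference inhibitor for full effect; nearly all actives have a fitted effect of over 55% in size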
# Target sequence (P08659 whole entry, looked up): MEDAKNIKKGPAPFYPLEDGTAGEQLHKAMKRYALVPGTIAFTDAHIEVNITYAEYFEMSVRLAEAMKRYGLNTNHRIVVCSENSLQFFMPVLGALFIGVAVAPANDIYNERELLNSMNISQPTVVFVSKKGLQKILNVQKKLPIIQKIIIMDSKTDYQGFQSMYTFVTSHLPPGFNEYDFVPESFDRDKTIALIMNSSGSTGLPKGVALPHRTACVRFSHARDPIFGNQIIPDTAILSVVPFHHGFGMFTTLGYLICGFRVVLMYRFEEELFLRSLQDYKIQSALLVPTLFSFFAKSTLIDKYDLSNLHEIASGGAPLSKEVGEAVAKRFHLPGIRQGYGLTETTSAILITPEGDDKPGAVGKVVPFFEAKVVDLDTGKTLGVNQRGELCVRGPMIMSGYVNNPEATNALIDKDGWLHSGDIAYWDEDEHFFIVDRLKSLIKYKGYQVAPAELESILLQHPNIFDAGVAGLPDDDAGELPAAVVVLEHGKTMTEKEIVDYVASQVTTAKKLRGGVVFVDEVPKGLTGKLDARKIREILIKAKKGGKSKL
#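 Biochemical qHTS of compounds, final roughly 60 µM downward over six points, against 10 nM purified firefly luciferase using Km concentrations of substrates (10 uM D-luciferin, 10 uM ATP) in Tris acetate pH 7.5 buffer; luminescence output.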
# p53 reactivation: restores transcriptional activity of mutant p53. H1299 p53-A138V BP100-luciferase reporter, luminescence, 24 h. Potency, µM (series often up to 92.2 µM), inactives show top-dose activity change, positive = activation, usual class: activators. 0.063% of 320,000 active. AID 504706; also: potency is read from the fitted curve at half-maximal effect; % of control where 0% means no effect; nearly all actives have a fitted effect of over 45% in size
#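 H1299 (p53-null), stable ts p53-A138V + BP100-Luc; 1000 cells/well, Opti-MEM/10% FBS; cpd 4 pt, 1:5; 24 h, 37 deg C, 5% CO2; detection reagent 10 min RT; luminescence.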
# Tb PFK block: blocks T. brucei phosphofructokinase; O15648; T. brucei PFK, ADP-Glo luminescence; Potency, µM (top dose mostly 57.5 µM), for inactives: at the top dose activity, negative = inhibition, actives largely listed as inhibitors; 0.17% of 330,000 active; AID 485367;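 also: potency is read from the fitted curve at half-maximal effect; 0% = uninhibited 1x PFK enzyme wells and -100% = no-enzyme wells; nearly all actives have a fitted effect of over 60% in size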
#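 PFK 1.25 nM, F6P 0.5 mM, ATP 0.1 mM, 0.1 M TEA pH 8.0, 5 mM MgCl2, 0.01% Tween20, 0.1% BSA; 45 min RT. ADP-Glo readout. qHTS titration up to 57 uM; curves fitted, compounds curve-classed.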
# TRPV1 agonist: agonists of human vanilloid receptor 1 (TRPV1); Q8NER1; TRPV1-expressing cells, Fluo-8 calcium influx, agonist mode; activation, % at 8.33 µM; 0.19% of 320,000 active; AID 540275; in the data active = activation above about 80%; inconclusive = between about 30% and that limit; also: 0% is about no effect
#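 Cells expressing TRPV1 were dye-loaded with Fluo-8 and read kinetically: 10 s baseline, 3 min after compound (agonist portion), then 2 min after EC20 capsaicin (allosteric enhancer portion). Calcium-bound dye fluorescence at 480/520 nm.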
# ELG1 genotoxic: inducers of genotoxicity in HEK293T ELG1-luciferase cells; HEK293T ELG1-luciferase reporter, luminescence, 16 h; Potency, µM (series often up to 46 µM), for inactives: at the highest dose activity change, positive = activation, actives largely listed as activators; 1.3% of 330,000 active; also: potency is read from the fitted curve at half-maximal effect; % of control where 0% means no effect; nearly all actives have a fitted effect of over 60% in size
#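 Quantitative HTS format in 1536-well plates. HEK293T ELG1-luciferase reporter cells receive test compound and are incubated 16 hr at 37 °C, 5% CO2; ONE-Glo added, 30 min room temperature, then luminescence read.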
# NPC1 prom act: activators of NPC1 promoter; Huh7 NPC1 promoter luciferase reporter, 24 h; Potency, µM (series often up to 9.22 µM), without a hit: at the highest dose activation, hits mostly activators; 2.4% of 320,000 active; AID 485313;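 also: potency is read from the fitted curve at half-maximal effect; % of control where 0% means no effect; nearly all actives have a fitted effect of over 60% in size; reporter is driven by a mutant NPC1 promoter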
#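 Huh7 reporter cells (NPC1 promoter driving luciferase) are dosed with compound for 24 h at 37 °C, 5% CO2; luciferase detection reagent is then added and luminescence measured after 10 min at ambient temperature.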
# BRCA1 expr up: increases BRCA1 expression. MCF7-BRCA1-FFLuc reporter, luminescence, 48 h; response scale: scaled: vehicle 0%, 10 µM genistein 100%. Potency, µM (series often up to 46.1 µM), without a hit: at the highest dose activation, usual class: activators. 1.1% of 380,000 active. AID 624202; also: potency is read from the fitted curve at half-maximal effect; nearly all actives have a fitted effect of over 80% in size; some results filed as inactive show a strong effect at the top dose
#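 MCF7-BRCA1-FFLuc, 2000 cells/well; 2 h attach, 37 °C/5% CO2; compound 48 h; luciferase substrate 15 min; luminescence end-point. Norm. to genistein 10 microM max activation and DMSO; concentration-response curves fitted.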
# Rab9 prom act: activates the Rab9 promoter | 2.8% of 320,000 active | Huh7 Rab9 promoter-luciferase reporter, luminescence, 24 h | AID 485297 | Potency, µM (doses to about 9.22 µM), without a hit: at the top dose activation, negative = inhibition, actives largely listed as activators; also: potency is read from the fitted curve at half-maximal effect; % of control where 0% means no effect; nearly all actives have a fitted effect of over 60% in size
#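 Rab9 promoter-driven luciferase in stably transfected Huh7 cells; 1500 cells/well rested 2 h, exposed to compound in DMSO for 24 h at 37 °C, 5% CO2. Luminescence read 10 min after adding luciferase reagent at ambient temperature.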
# * hit, by the source's call; ? = inconclusive; . = no result given; & = joins results of further samples; [ ] = remark or other dose. Unless noted, calls follow the shape of the dose curve; as a rule, active = well fitted curve in the direction sought with a large enough effect; inconclusive = small, poorly fitted or top-dose-only effect, or another doubt; inactive = no such curve, though single readings can be large; an effect the other way counts as inactive or inconclusive.
SMILES,RORg inh,ELG1 repair inh,Gal4-VP16 FLuc,FLuc counter,p53 reactivation,Tb PFK block,TRPV1 agonist,ELG1 genotoxic,NPC1 prom act,BRCA1 expr up,Rab9 prom act
COc1ccc(CCNC(=O)CCCNC(=O)Cn2cnc3sc(C)c(C)c3c2=O)cc1OC,16%,2%,4%,3%,0%,-5%,-1,0%,-5%,-5%,-3%
Cc1ccc(N=Nc2c(O)c3ccccc3[nH]c2=O)c(S(=O)(=O)N(C)C)c1,14%,0%,-10%,1.3µM*,15%,0%,-7,?,7%,.,23%
O=C(N/N=C/c1ccoc1)c1ccccc1O,10µM*,18%,18µM*,11µM*,11%,-4%,-4,?,2%,-1%,-2%
O=C1CNC(=S)N1C1CCCCCC1,11µM*,14%,-24%,0%,0%,1%,3,1%,-8%,-22%,4%
Cc1ccc(NC2c3ncccc3C(=O)N2Cc2cccs2)cc1 (stereo not given),11%,-7%,5%,?,2%,?,?,3%,-2%,22%,-11%
COc1cc(C(=O)Nc2cc(S(C)(=O)=O)ccc2Cl)ccc1OCC(=O)N1CCOCC1,.,-11%,.,3%,7%,-2%,-1,1%,-5%,10%,-4%
Cc1ccc(N(CC(=O)NCc2ccco2)C(=O)CNS(=O)(=O)c2ccccc2)c(C)c1,-7%,4%,-6%,4%,-2%,1%,-1,1%,0%,-13%,-6%
Cc1ccc(C(=O)Nc2cccc(C(F)(F)F)c2)cc1NC(=O)c1nccnc1N,-38%,?,?,-8%,6%,-2%,-5,?,-3%,-21%&-6%,-8%
Cc1cccc(C)c1NC(=O)COc1ccc2c(C)c(Cc3ccccc3)c(=O)oc2c1C,2%,7%,?,1%,-2%,0%,-1,?,-8%,5%,-12%
Cc1nn2c(=S)[nH]nc2[nH]c1=O,-1%,-13%,1%,1%,7%,?,2,-3%,-7%,-5%,0%
CCC(Oc1cc(Cl)ccc1Cl)C(=O)NN1C(=O)C2C3CCC(C3=C(C)C)C2C1=O (stereo not given),-35%,-2%,?,4%,-4%,1%,14,-4%,-3%,-19%,1%
COc1ccc(Oc2c(Cl)cnn(-c3ccc(C)cc3)c2=O)cc1,?,6%,-5%[0.365 µM],-2%,22%,-2%,-2,-31%[inhibitor],-2%,-20%,-6%
O=C(CCn1c(=S)oc2ccccc21)N1CCN(c2ccc(F)cc2)CC1,34%,0%,-6%,1%,-5%,-12%,6,-6%,0%,-2%,-6%
CCN1C(=O)[C@H]2[C@@H](c3ccc(-c4ccc5c(c4)OCO5)c(OC)c3)N[C@@](Cc3ccccc3)(C(=O)OC)[C@H]2C1=O,.,29%,.,7%,-1%,0%,-4,1%,-6%,-23%,-5%
CCOCCCn1c(=S)[nH]c2cc(C(=O)N3CCC(C(N)=O)(N4CCCCC4)CC3)ccc2c1=O,-5%,-2%,-5%[10 µM],-3%,1%,-4%,4,-3%,-1%,7%,-7%
CCOC(=O)c1ccc(NC(=O)c2nc[nH]c2C(=O)NC2CCN(C(=O)OC(C)(C)C)CC2)cc1,-35%,6%,?,4%,3%,15%,-2,0%,-2%,8%,-9%
N/N=C1\CCCc2nonc21,7%,4%,0%,0%,-2%,-1%,0,7%,-1%,-9%,1%
COc1cc2c(cc1OC)CN(CC(=O)Nc1ccc(Cl)c(S(=O)(=O)N(C)C)c1)CC2,4%,?,0%,5%,-1%,3%,27,-4%,-2%,.,-8%
COc1cccc(C2C3=C(Nc4[nH]n(-c5ccccc5)c(=O)c42)c2ccccc2C3=O)c1 (stereo not given),?,-12%,-10%,-18%,-4%,-6%,1,0%,-7%,.,-1%
O=C(NC1CCCCC1)N1CCCC(c2nc(-c3cccs3)no2)C1 (stereo not given),26%,?,5%,-2%,11%,0%,7,-5%,-1%,3%,-6%
COc1ccccc1CNc1nc(S(=O)(=O)c2ccccc2)c(Cl)s1,33%,-13%,-9%,2%,10%,7%,4,-3%,-1%,-17%,-8%
COCCC1CCCCN1Cc1cn(-c2ccccc2)nc1-c1ccc2c(c1)OCO2 (stereo not given),2%,18%,-10%,-8%,2%,-1%,26,-1%,0%,-11%,-5%
CC1CCCC(C)N1CCCNC(=O)Cn1c(=O)c2cccn2c2cccnc21 (stereo not given),0%,0%,2%,2%,-2%,-5%,2,-1%,9%,-6%,0%
COc1ccc2c(c1)C(=O)/C(=C/C=C/c1ccccc1)CC2,-14%,?,-14%,9.5µM*,14%,-4%,3,5%,?,-2%,?
CCOC(=O)C1CCCN(Cc2nc(Cc3cccc(F)c3)no2)C1 (stereo not given),39%,-6%,-6%,-2%,2%,-1%,8,-4%,-6%,7%,13%
C[C@H](CO)N1C[C@H](C)[C@@H](CN(C)Cc2ccncc2)Oc2c(NC(=O)C3CC3)cccc2C1=O,.,18%,.,.,-7%,6%,.,3%,.,6%,.
Cc1cccc(C)c1NC(=O)CCCSc1nnc(-c2ccco2)o1,37%,?,2%,2%,-5%,-1%,3,-3%,0%,-1%,8%
COc1ccc(NC(=S)NCCCN2CCCC2)cc1Cl,-10%,18%,3%,-2%,4%,-9%,2,0%,-1%,-9%,-3%
Cc1c(/C=N/NC(=O)c2ccc(O)cc2)c2ccccn2c1C(=O)c1ccc(F)cc1,30%,?,-26%,?,12%,1%,5,-8%,5%,-61%,6%
CCOC(=O)c1c(-c2ccccc2Cl)cn2ccccc12,-11%,13%,-3%[0.365 µM],1%,-8%,-1%,?,3%,4%,-2%,0%
COc1ccc(Cl)cc1NC(=O)C/C(C)=N/NC(=O)CCc1ccccc1,?,4%,13%,2%,-7%,4%,1,-3%,5%,-38%,0%
Cc1cc(C)cc(NC(=O)C2(c3ccccc3)CC2(Cl)Cl)c1 (stereo not given),7%,-6%,-5%,0%,9%,2%,10,-8%,-2%,-43%,-3%
Cc1ccc(S(=O)(=O)CC(N)=O)cc1,1%,1%,-3%,7%,-7%,0%,-2,-5%,-2%,11%,0%
N#Cc1ccccc1N1CCN(C(=O)c2ccc(NC(=O)c3ccc(Br)o3)cc2)CC1,.,-21%,.,1%,2%,-9%,-5,-2%,-1%,16%,-4%
O=C(c1ccccc1)c1ccc(OC(=O)C2CCCCC2)cc1,17%,18%,-7%,13µM*,18%,0%,?,2%,0%,43%,-5%
COCCCn1c(C)cc(C(=O)CN2c3cccc4cccc(c34)S2(=O)=O)c1C,.,-19%,.,?,?,-22%,0,3%,-2%,0%,4%
COCc1nc(-c2ccc(-c3ccccc3)nc2OC)no1,-3%,28%,3%,?,19%,-2%,6,4%,?,10µM*,4µM*
COc1ccc(N2C(=O)CC3(CCCC3)CC2=O)cc1,7%,1%,5%,?,2%,-2%,-1,3%,-4%,-3%,-1%
CN(C1CCCCC1)S(=O)(=O)c1ccc2c(c1)c(=O)c(C(=O)N1CCc3ccccc3C1)cn2C,2%,-1%,3%,1%,-4%,2%,-4,4%,0%,8%,7%
O=C(c1cc2ncc(Br)cn2n1)N1CCOCC1,-5%,29%,2%,-4%,7%,?,-7,-9%,6%,-11%,-6%
Cc1ccc(NC(=O)CN2CCc3ccccc3C2)cc1S(=O)(=O)N1CCOCC1,?,?,-8%,2%,-5%,0%,8,-4%,-3%,-15%,-1%
CCCCCOc1ccc(C(=O)OCC(=O)Nc2cc(C)on2)cc1,.,11%,.,1%,2%,15%,2,1%,0%,-6%,0%
O=C(COC(=O)c1ccc([N+](=O)[O-])s1)Nc1ccc(Cl)cn1,12%,-2%,1%,-2%,-5%,9%,-4,-1%,-1%,-21%,-6%
CN1CCN(/N=C/c2ccc(-c3ccc([N+](=O)[O-])cc3)o2)CC1,16%,?,6%,?,0%,-4%,5,10%,18%,?,23%
O=c1cc(C(F)(F)F)[nH]c2ccc(OC(F)(F)F)cc12,?,?,?,21µM*,1%,-4%,1,-7%,-4%,-56%,-1%
O=C(NCc1cccc(F)c1)c1cccc2c1C(=O)c1ccc(N3CCC(Cc4ccccc4)CC3)cc1S2(=O)=O,.,1%,.,.,1%,1%,.,-4%,.,-9%,.
COc1ccc(NC(=O)CSc2nnc(Cc3cccn3C)n2CCc2ccccc2)c(OC)c1,14%,-26%,0%,1%,-6%,-2%,6,-3%,3%,-22%,-9%
